High-throughput results deposited in PubChem BioAssay by The Scripps Research Institute Molecular Screening Center.
LYPLA2 counter = counter-screen for PME1 inhibitors: inhibitors of human LYPLA2; recombinant LYPLA2, FP-Rh probe fluorescence polarization; AID 2177; inhibition, % at 5.9 µM; 320,000 compounds, 0.38% hits; O95372;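 active = inhibition above the screen-wide mean plus 3 SD, limit set per campaign, cut at about 26% in these data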;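 also: 0% = LYPLA2 with DMSO and 100% = wells lacking LYPLA2 enzyme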
PAD4 FP inh = PAD4 (human) enzyme inhibition | Q9UM07 | inhibition, % at 6.36 µM | 330,000 compounds, 0.41% hits | AID 485272 | recombinant PAD4, RCA probe fluorescence polarization;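 active = percent inhibition above a cutoff equal to the mean of all tested compounds plus 3 SD, cut at about 15% in these data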;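 also: 0% = PAD4 with RCA probe and DMSO and 100% = probe without PAD4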
pPAFAH FP inh = pPAFAH (human) enzyme inhibition; 330,000 compounds, 1.5% hits; inhibition, % at 3.39 µM; recombinant pPAFAH, FP-rhodamine probe fluorescence polarization;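 active = inhibition above the mean inhibition across the screen plus 3 SD, cut at about 25% in these data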;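 also: inhibitors block binding of the rhodamine activity-based probe so polarization drops; 0% = enzyme with DMSO and 100% = wells lacking pPAFAH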
Target sequence (Q13093 whole entry, looked up): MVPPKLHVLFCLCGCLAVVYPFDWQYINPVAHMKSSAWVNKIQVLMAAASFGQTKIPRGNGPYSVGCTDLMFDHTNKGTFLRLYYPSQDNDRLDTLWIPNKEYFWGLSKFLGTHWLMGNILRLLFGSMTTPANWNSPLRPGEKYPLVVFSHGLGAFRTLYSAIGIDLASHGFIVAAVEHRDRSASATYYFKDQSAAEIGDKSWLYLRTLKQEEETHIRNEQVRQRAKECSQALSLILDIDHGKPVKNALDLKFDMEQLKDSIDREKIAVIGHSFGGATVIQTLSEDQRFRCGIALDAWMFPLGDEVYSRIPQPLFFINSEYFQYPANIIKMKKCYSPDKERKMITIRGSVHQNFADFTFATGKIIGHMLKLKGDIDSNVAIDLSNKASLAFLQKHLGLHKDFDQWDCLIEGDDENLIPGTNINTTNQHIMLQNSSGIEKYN
PAFAH1B3 FP inh = blocks human PAF acetylhydrolase 1B catalytic subunit 3; recombinant PAFAH1B3, FP-rhodamine probe, fluorescence polarization; inhibition, % at 3.39 µM; 340,000 compounds, 0.28% hits;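 active = inhibition above the screen-wide average of all tested compounds plus 3 SD, cut at about 25% in these data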;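 also: 0% = enzyme with DMSO only and 100% = wells lacking PAFAH1B3 protein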
Target sequence (Q15102 whole entry, looked up): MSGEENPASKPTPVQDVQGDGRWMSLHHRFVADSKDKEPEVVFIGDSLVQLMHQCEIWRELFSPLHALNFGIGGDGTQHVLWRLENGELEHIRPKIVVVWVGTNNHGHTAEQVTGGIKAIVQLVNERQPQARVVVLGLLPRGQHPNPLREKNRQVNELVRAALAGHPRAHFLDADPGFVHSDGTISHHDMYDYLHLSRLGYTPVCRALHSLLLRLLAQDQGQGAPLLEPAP
PAFAH2 FP inh = inhibitors of human PAFAH2; Q99487; recombinant PAFAH2, FP-rhodamine activity probe, fluorescence polarization; inhibition, % at 3.39 µM; 340,000 compounds, 0.99% hits; AID 492956;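 active = inhibition above the mean over all tested compounds plus 3 SD, cut at about 30% in these data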;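 also: inhibitors block probe labeling of enzyme so polarization drops; 0% = enzyme with DMSO and 100% = wells lacking PAFAH2 protein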
PME-1 inh = blocks human protein phosphatase methylesterase 1 | recombinant PME-1, FP-Rh probe fluorescence polarization | inhibition, % at 5.9 µM | 320,000 compounds, 0.53% hits | AID 2130;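 active = inhibition above the campaign mean of all compounds plus 3 SD, cut at about 26% in these data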;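 also: competitive labeling of PME-1 active site by serine hydrolase directed probe; 0% = PME-1 with DMSO and 100% = wells lacking PME-1 enzyme; inhibitors block probe labeling so polarization falls and inhibition rises; many of its hits are not listed in these tables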
GSTO1 counter = counter-screen for RBBP9 inhibitors: inhibitors of human GSTO1; P78417; 300,000 compounds, 1.1% hits; recombinant GSTO1, activity-based probe fluorescence polarization; inhibition, % at 5.96 µM;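 active = inhibition above the campaign mean inhibition plus 3 SD, cut at about 35% in these data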;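 also: 0% = GSTO1-1 with DMSO and 100% = wells lacking GSTO1-1 enzyme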
LYPLA1 inh = LYPLA1 (human) inhibition in PME1 counter-screen. O75608. recombinant LYPLA1, FP-Rh probe fluorescence polarization. inhibition, % at 5.9 µM. 320,000 compounds, 0.16% hits. AID 2174;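 active = inhibition above the mean of all tested compounds plus 3 SD, set per campaign, cut at about 14% in these data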;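 also: inhibitors block serine hydrolase probe labeling of LYPLA1 so polarization falls; 0% = enzyme with DMSO and 100% = wells lacking LYPLA1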
PAFAH1B2 FP inh = inhibitors of human PAFAH1B2. P68402. recombinant PAFAH1B2, FP-rhodamine activity probe, fluorescence polarization. inhibition, % at 3.39 µM. 340,000 compounds, 1.2% hits;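 active = inhibition above the mean of all tested compounds plus 3 SD, cut at about 24% in these data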;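 also: 0% = enzyme with DMSO and 100% = wells lacking PAFAH1B2; many of its hits are not listed in these tables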
Target sequence (P68402 whole entry, looked up): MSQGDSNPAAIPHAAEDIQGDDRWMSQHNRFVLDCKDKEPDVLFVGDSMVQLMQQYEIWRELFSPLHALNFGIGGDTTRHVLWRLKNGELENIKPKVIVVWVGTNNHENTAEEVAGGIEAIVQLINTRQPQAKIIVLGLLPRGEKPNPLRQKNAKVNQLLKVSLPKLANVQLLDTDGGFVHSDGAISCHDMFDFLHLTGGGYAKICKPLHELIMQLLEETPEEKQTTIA
Active calls of the source: *; nt = not tested or not shown; ! = repeats disagree. This is a subset; count on the stated rates, not on these rows.

SMILES	LYPLA2 counter	PAD4 FP inh	pPAFAH FP inh	PAFAH1B3 FP inh	PAFAH2 FP inh	PME-1 inh	GSTO1 counter	LYPLA1 inh	PAFAH1B2 FP inh
CC(C)(C)C(C(Oc1ccc(Cl)cc1)n1cncn1)n1nnnc1C(c1cccc(Cl)c1)N1CCCCC1 (stereo not given)	-9	-8	-10	nt	nt	-7	-11	-2	nt
CCOC(=O)C1CCN(S(=O)(=O)c2ccc3c(c2)N(C(C)=O)CC(C)S3)CC1 (stereo not given)	1	-5	3	16	-2	0	1	2	5
CCOc1ccccc1C(=O)Nc1ccccc1C(N)=O	0	5	2	5	5	-1	1	0	0
Cn1ncc(Cl)c1C(=O)Nc1cc(C(F)(F)F)ccc1F	-4	-1	4	4	4	2	-2	0	-2
c1ccc(Cc2noc(CN3CCN(Cc4ccc5c(c4)OCO5)CC3)n2)cc1	-2	-9	2	-3	4	-4	-2	-3	6
CNc1oc(-c2ccccc2Cl)nc1P(=O)(c1ccccc1)c1ccccc1	5	2	0	1	-2	7	2	7	-2
CCOc1ccc2[nH]c(=O)c(CN(CCN3CCCC3)C(=S)Nc3ccccc3OC)cc2c1	4	-3	5	8	0	-6	-1	1	1
CCN1CCN(C(=O)c2ccc3c(c2)c(C)c(C)n3Cc2ccccc2)CC1	3	0	0	6	2	-4	5	0	4
Nc1n[nH]c(C(F)(F)F)c1-c1ccccc1	1	-1	-1	-2	0	-3	3	-1	2
O=C(Nc1ccc(Cl)cc1)Nc1cccc2nsnc12	-13	1	-16	-9	-18	-25	-19	-25	1
CCC(C)c1ccc(NC(=S)NCc2cccnc2)cc1 (stereo not given)	10	7	-6	7	2	-7	3	3	5
COc1ccc(N2C(=O)C(CC(=O)Nc3ccccc3)N(Cc3ccccn3)C2=S)cc1 (stereo not given)	-1	2	1	5	1	1	3	-1	3
O=C(NC1CCCCC1)c1ccc(S(=O)(=O)N2CCOCC2)cc1	0	-3	4	3	-4	0	1	1	0
COc1ccc(C(=O)N/C(=C\c2cn(S(=O)(=O)N(C)C)c3ccccc23)C(=O)NCCCN2CCOCC2)cc1	7	-2	6	11	7	-3	-4	1	3
CN(C)S(=O)(=O)c1ccc(C(=O)NCC(C)(C)N2CCOCC2)cc1	-5	5	1	7	4	4	0	-4	4
Cc1cc2nc(C3CCN(C(=S)NCCCOC(C)C)CC3)[nH]c2cc1C	1	0	7	5	2	-2	7	1	5
COc1ccc(N2CCN(C(=O)COC(=O)CCS(=O)(=O)c3ccc(C)cc3)CC2)cc1	0	0	6	3	6	-4	3	2	8
CCOc1ccc(-c2nnn(CC(=O)N3CCN(c4ccc(F)cc4)CC3)n2)cc1OCC	4	-2	-10	7	-1	-1	4	1	6
C=CCOC(=O)C1=C(C)OC(N)=C(C#N)C1c1ccc(F)cc1 (stereo not given)	9	-6	0	4	7	-4	7	4	-2
C=CCn1c(N)cc(=O)nc1SCC(=O)Nc1ccc2ccccc2c1	2	-1	7	0	10	-14	-21	0	-1
CCN(CC)S(=O)(=O)c1cc(NC(=O)C(C)N2CCc3ccccc32)ccc1C (stereo not given)	-3	-1	3	9	3	11	14	-2	0
O=S(=O)(Nc1ccc(S(=O)(=O)N2CCOCC2)cc1)c1ccc(Br)cc1	3	0	2	7	8	-4	0	-2	16
CCN(CC)CC(O)COc1ccc2c(c1)c(C(C)=O)c(C)n2-c1ccccc1 (stereo not given)	4	-1	6	0	12	-3	1	4	4
Cc1cc(C(=O)COC(=O)CC2Sc3ccccc3NC2=O)c(C)n1-c1ccccc1 (stereo not given)	-7	-9	18	-8	-6	-7	0	-2	1
Cc1cc(NC(=O)C2CC2)ccc1NC(=O)c1cccs1	-1	3	4	7	1	12	-3	6	3
CCCSc1ccc([C@@H]2[C@H]3C(=O)N(CC)C(=O)[C@H]3[C@]3(C(=O)OC)CCCCN23)cc1OC	-1	-5	3	6	-1	-2	-4	1	-3
CC(=O)c1ccc(NC(=O)CS(=O)(=O)c2cn(CC(=O)N3CCOCC3)c3ccccc23)cc1	5	1	6	-1	-2	0	-3	1	3
COc1ccc(C(=O)Oc2ccc3c(C)cc(=O)oc3c2C(C)=O)cc1	-1	-1	0	7	7	0	-2	0	2
O=C(c1cccc(C(F)(F)F)c1)N1CCc2c([nH]c3ccccc23)C1C(F)(F)F (stereo not given)	-6	-1	-1	1	1	-9	8	-4	-1
Cc1noc(C)c1C1(O)CCCCCCCCCCC1	-4	0	1	5	-11	1	-2	-5	18
Cc1cccc(CCNS(=O)(=O)c2ccc(S(=O)(=O)NC3CCCC3)cc2)c1	-4	-4	27*	2	-1	5	2	-3	-2
CN(C(=O)c1cc(S(=O)(=O)N2CCCCC2)c[nH]1)C1CCCCC1	-1	0	-3	3	5	1	4	4	7
COc1ccc(CNC(=O)CN(Cc2ccco2)C(=O)CNS(=O)(=O)c2ccc(F)cc2)cc1	2	2	24	-4	5	-1	1	0	-1
CC(CCc1ccccc1)NC(=O)C1CCCN(c2nnc(-n3cccc3)s2)C1 (stereo not given)	-3	-3	11	12	6	-2	4	-2	5
C/C(=N\NC(=S)NCCc1ccccc1)c1ccc(C)cc1	5	0	4	5	-1	3	2	3	2
Cc1ccc(SCC(=O)Nc2ccc3c(c2)OCCO3)cc1	-1	0	1	3	-4	7	7	-1	13
COc1ccc(OC)c(-c2nnc(-c3ccc(C)o3)o2)c1	12	-3	4	3	3	3	0	0	4
COc1ccc(CCN(Cc2cccs2)S(=O)(=O)c2ccc(S(=O)(=O)N3CCCCCC3)cc2)cc1OC	3	2	-4	-1	4	-1	-3	0	1
Cc1ccccc1NC(=S)NCCC(c1ccccc1)c1ccccc1	-16	-2	12	-3	-1	-11	-13	-8	13
O=C(Nc1ccc(F)c(F)c1)NC1CCCCC1	16	-6	1	6	-8	1	0	2	6
O=C(CNc1cc(S(=O)(=O)N2CCOCC2)ccc1NCC1CCCO1)Nc1ccccc1F (stereo not given)	-2	2	5	0	-2	6	0	-1	4
Cc1ccc(C(C)C)cc1S(=O)(=O)Nc1ccncc1	3	-1	3	4	1	5	0	-2	6
Cn1cccc1CC(=O)N/N=C/c1cccc2ccccc12	-2	-5	13	-4	5	-3	1	-3	5
CCOC(=O)c1ccccc1NC(=O)Nc1ccc(OC)c(OC)c1	-1	-2	1	5	-2	-4	6	0	1
CCOc1ccc(C2Nc3ccc4ccccc4c3-c3c2c(=O)oc2ccccc32)cc1 (stereo not given)	-7	0	-1	-3	-12	-7	5	-6	-4
Cc1cc(NC(=O)CN(C)S(=O)(=O)c2cccc(Cl)c2)no1	-12	-3	-1	8	2	-7	15	-1	7
CC(=O)N1[C@H](Cc2ccccc2)C=C[C@]1(C)C(=O)NCCc1c[nH]c2ccccc12	4	5	10	-2	-1	2	-2	5	14
CN(N=Nc1cccc([N+](=O)[O-])c1)c1ccccc1	14	0	8	3	-2	4	3	3	1
S=C(c1ccc(-c2ccc(Cl)cc2Cl)o1)N1CCCC1	1	-6	8	nt	nt	1	8	-2	nt
Cc1ccccc1-c1nc(C#N)c(NCc2ccco2)o1	-3	-2	3	8	1	2	-3	-4	-1
COCCCn1c(C23CC4CC(CC(C4)C2)C3)n[nH]c1=S	1	-1	-8	6	-3	0	1	-1	7
CS(=O)(=O)c1ccc(Cl)c(NC(=O)Cc2c(F)cccc2Cl)c1	12	0	-2	9	16	3	2	3	5
O=C(Nc1ccccc1N1CCOCC1)c1cnccn1	1	-5	6	-1	-13	2	0	-2	0
COc1cc(C(=O)NCC(=O)N/N=C/c2ccco2)cc(OC)c1OC	1	4	1	3	7	-2	3	2	2
COC(/C=C/Nc1ccc(Br)cc1)=C(C#N)C#N	-2	-3	6	8	-7	-4	-1	-1	7
CCN(c1ccccc1)S(=O)(=O)c1ccc(N2CCN(c3ccc(OC)cc3)CC2)nc1	nt	0	-4	1	1	nt	nt	nt	2
CC(C)(C)OC(=O)[C@H](Cc1ccccc1)NC(=O)c1nc[nH]c1C(=O)NC1CCN(C(=O)OC(C)(C)C)CC1	-6	-5	2	7	5	-2	-3	-2	11
O=C(NCCCn1ccnc1)C1c2ccccc2Oc2ccccc21	-3	-1	3	-7	-1	-2	6	-1	-3
CCC(C)NC(=O)c1ccc2c(c1)N(Cc1ccccc1)C(=O)CS2 (stereo not given)	-2	-1	-2	6	3	1	12	-5	-2
COc1ccccc1NC(=O)Cc1c(F)cccc1Cl	1	-3	2	12	2	-2	5	1	5

Records listed above marked active in pPAFAH FP inh.
| molecule | PAD4 FP inh | pPAFAH FP inh | PAFAH1B3 FP inh | PAFAH2 FP inh | PME-1 inh | PAFAH1B2 FP inh |
| --- | --- | --- | --- | --- | --- | --- |
| Cc1cccc(CCNS(=O)(=O)c2ccc(S(=O)(=O)NC3CCCC3)cc2)c1 | -4 | 27* | 2 | -1 | 5 | -2 |

Later entries
SMILES	LYPLA2 counter	PAD4 FP inh	pPAFAH FP inh	PAFAH1B3 FP inh	PAFAH2 FP inh	PME-1 inh	GSTO1 counter	LYPLA1 inh	PAFAH1B2 FP inh
COc1ccc(CNS(=O)(=O)CCNC(=O)c2cccc(OC)c2)cc1	1	0	3	8	0	6	1	0	6
Cc1ccc2c(c1)N(C(=O)CCC(=O)NCCN1CCOCC1)CCO2	9	1	1	8	6	1	4	-1	1
CCOc1ccc2oc(C(=O)N3CC(C)OC(C)C3)c(C)c2c1 (stereo not given)	7	4	3	11	-3	-1	1	3	-2
O=c1ccc(/C=C/c2ccccc2)nn1Cc1ccccc1	4	-1	16	-1	2	4	-1	-3	-2
c1cncc(-c2nc(N3CCOCC3)c3ccccc3n2)c1	5	5	1	1	6	4	0	1	7
CC(=O)N1N=C2c3ccccc3CCC2C1c1cccs1 (stereo not given)	0	1	4	nt	nt	3	4	0	nt
Cc1ccc(Cl)cc1NC1=C/C(=N\S(=O)(=O)c2cccs2)c2ccccc2C1=O	4	52*	25*	58*	31*	24	74*	0	28*!
O=S(=O)(NCCc1ccncc1)c1cc(Br)ccc1F	0	-2	2	-6	-1	-2	8	-2	4
CCN1C2OC3OC4C(OC3OC2N(CC)S1(=O)=O)N(CC)S(=O)(=O)N4CC (stereo not given)	4	3	3	11	5	3	4	-1	1
COc1ccc(NC(=O)c2sc3ncn(CC(=O)N4CCCCC4)c(=O)c3c2C)cc1OC	9	-7	9	3	1	-2	3	3	2
O=C(NCc1ccccn1)c1cn(-c2ccccc2)nc1-c1ccc(Cl)cc1	-7	-5	1	-4	-2	-9	-7	-6	-2
O=C1CC(NS(=O)(=O)c2cc(F)ccc2F)CN1c1cccc(F)c1 (stereo not given)	-2	-4	5	2	1	1	9	1	1
CCOCCCNC(=O)C(NC(=O)c1ccc(NC(C)=O)cc1)c1ccc(Cl)cc1 (stereo not given)	4	-4	0	2	-4	0	0	-2	4
Cc1ccc(C(=O)Nc2ccc(C(=O)N3CCCCC3)cc2)o1	2	3	-2	1	5	9	-2	0	4
COCCCNC(=O)C(CC(N)=O)NC(=O)OCc1ccccc1 (stereo not given)	-7	0	-2	4	-1	-12	5	-3	3
CN(c1ccccc1)S(=O)(=O)c1cccc(C(=O)OCC(=O)NCCCN2CCCC2=O)c1	-4	-1	3	4	3	-2	6	0	0
Oc1cc2ccccc2nc1-c1ccccc1Cl	1	4	8	0	-4	-4	4	-3	5
COCCn1c(C)cc(O)c(C(=O)Nc2cccc(Cl)c2)c1=O	-8	-1	1	-1	4	-4	4	-8	-3
